# BRCT PPI green: inhibitors of human BRCA1 BRCT-phosphoprotein interaction (green fluorophore) | Potency, µM (doses to about 76.9 µM), for inactives: at the top dose activity change, negative = inhibition, hits mostly inhibitors | P38398 | 75,000 compounds, 0.05% hits | BRCA1 BRCT-phosphopeptide binding, green fluorescence polarization | AID 875;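 note: potency is the fitted concentration of half-maximal effect; plate controls were peptide without protein for full effect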
#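 Fluorescence polarization: His-tagged BRCT (~35 kDa BRCA1 C-terminus, 250 nM) bound to 100 nM fluorescein-labeled phosphorylated 10-aa BACH1 peptide, pH 7.3 phosphate buffer with DTT and Tween 20. Compounds incubated 12 min at room temperature; inhibition read as lowered polarization.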
# BRCT PPI red: BRCT-phosphoprotein interaction inhibition (red fluorophore) | P38398 | BRCT-phosphopeptide binding, red fluorescence polarization | Potency, µM (series often up to 76.9 µM), for inactives: at the highest dose activity change, negative = inhibition, actives largely listed as inhibitors | 75,000 compounds, 0.03% hits | AID 892; note: % is set by controls: 0 for no effect and ±100 for the full control effect
#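 Fluorescence polarization: 100 nM His-tagged BRCA1 BRCT with 100 nM TAMRA-labelled phospho-BACH1 decapeptide, phosphate buffer pH 7.3 with 150 mM NaCl, DTT, 0.01% Tween 20; 12 min RT. Binding inhibition seen as FP decrease.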
# HBB splice mod: hemoglobin beta splicing modulation. HBB splicing reporter cell assay, activation; EGFP reporter with mutant IVS2-654 intron; response scale: normalised to 500 nM splice-correcting PNA. Potency, µM (doses to about 46.1 µM), inactives show at the highest dose activation, hits mostly activators. 65,000 compounds, 0.06% hits; note: potency is the fitted concentration of half-maximal effect; 0% is about no effect
#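 HeLa cells stably expressing EGFP interrupted by mutant beta-globin intron 2 (IVS2-654), 500/well in 2% FCS. Treated with compound for 2 days at 37C. Splicing correction scored as total well GFP intensity (488 nm excitation, 500-520 nm emission); 500 nM antisense PNA served as control.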
# Epigenetic mod: epigenetic GFP locus derepression in mouse cells; mouse C127i GFP locus derepression, cytometry, 30 h; Potency, µM (highest dose often 46.1 µM), for inactives: top-dose GFP derepression (activation); 68,000 compounds, 0.09% hits; AID 597; note: % of control where 0% means no effect
#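 Derepression screen: silenced CMV-GFP reporter in murine C127i cells, 30 h compound incubation at 37 C, washed cells imaged by laser-scanning cytometer to enumerate GFP-expressing objects of 20 to 120 um.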
# UbGFP stabilizer: inhibits proteasome, raising ubiquitin-GFP reporter fluorescence. AID 526. Potency, µM (highest dose often 45.9 µM), inactives show top-dose activation (GFP accumulation), actives largely listed as activators. 67,000 tested, under 10 active. Ubiquitin-GFP reporter cells, proteasome inhibition, GFP fluorescence; response scale: untreated = 0%, 10 µM MG-132 = 100%; active = well fitted activation curve with a large enough effect, not every such curve was filed as active; inconclusive = small, poorly fitted or top-dose-only effect, or another doubt; inactive = no such curve, though single readings can be large or run the other way; note: potency is the fitted concentration of half-maximal effect
#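 Reporter cells (U2OS, ubiquitin-G76V-GFP fusion) are plated overnight, then treated 4 hr at 37 °C with compound titrations from 46 uM down to 2.9 nM. Activity is scaled against untreated cells and 10 uM MG-132.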
# 4MU fluor: compound fluoresces in the 4-MU spectral region. 59,000 compounds, 11% hits. max dye-equivalent concentration, M. compound autofluorescence, 340/450 nm, 4-MU equivalents; stronger effect = higher value; in the data active = max dye-equivalent concentration above about 10 nM; inconclusive = mostly about 1.1 nM to 9.6 nM
#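 Compounds in 100 mM Tris, pH 8.0, sat 15 min at room temperature before fluorescence was read at 340 nm excitation/450 nm emission; a per-plate six-point 4-MU standard curve converted signals to dye-equivalent concentration at each compound concentration.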
# 15-hLO inh: inhibitors of human 15-lipoxygenase (ALOX15). purified 15hLO-1, xylenol orange hydroperoxide absorbance. Potency, µM (doses to about 57.1 µM), for inactives: at the top dose activity change, negative = inhibition, hits mostly inhibitors. P16050. 74,000 compounds, 1.4% hits; note: potency is the fitted concentration of half-maximal effect; % is set by controls: 0 for no effect and ±100 for the full control effect; nearly all actives have a fitted effect of over 55% in size
# Target sequence (P16050 whole entry, looked up): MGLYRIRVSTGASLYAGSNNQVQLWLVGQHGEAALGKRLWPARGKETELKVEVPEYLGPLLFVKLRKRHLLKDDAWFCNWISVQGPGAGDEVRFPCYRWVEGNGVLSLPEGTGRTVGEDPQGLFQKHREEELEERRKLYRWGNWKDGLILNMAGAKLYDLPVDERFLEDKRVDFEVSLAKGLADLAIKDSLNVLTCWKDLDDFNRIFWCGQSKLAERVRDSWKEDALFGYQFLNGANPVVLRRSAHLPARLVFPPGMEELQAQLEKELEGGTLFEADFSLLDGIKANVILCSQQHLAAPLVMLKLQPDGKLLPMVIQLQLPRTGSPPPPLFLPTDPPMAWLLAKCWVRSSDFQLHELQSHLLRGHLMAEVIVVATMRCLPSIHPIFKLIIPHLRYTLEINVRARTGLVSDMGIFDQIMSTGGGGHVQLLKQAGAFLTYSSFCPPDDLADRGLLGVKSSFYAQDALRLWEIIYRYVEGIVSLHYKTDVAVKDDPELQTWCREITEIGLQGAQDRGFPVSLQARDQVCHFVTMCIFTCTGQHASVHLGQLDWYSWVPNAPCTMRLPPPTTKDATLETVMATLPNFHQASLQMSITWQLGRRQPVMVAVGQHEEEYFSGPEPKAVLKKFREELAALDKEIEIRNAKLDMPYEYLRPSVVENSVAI
#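 Inhibition is scored from a chromogenic endpoint. After 15 min enzyme-compound contact, arachidonic acid (50 uM final) reacts 6 min with 40 nM 15hLO-1 at room temperature, then Fe-XO reagent is added for 30 min and absorbance ratio recorded.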
# A350 fluor: compounds fluorescent in Alexa 350 spectral region | Compound autofluorescence, 340/450 nm, Alexa 350 dye-equivalents; stronger effect = higher value | max dye-equivalent concentration, M | 59,000 compounds, 11% hits; in the data active = max dye-equivalent concentration above about 10 nM; inconclusive = mostly about 1.1 nM to 9.6 nM
# Hsp90 Hop PPI: changes Hsp90-Hop TPR2A binding signal, up or down; 71,000 compounds, 0.44% hits; AlphaScreen TPR2A-His6 binding biotin-Hsp90 C-terminal peptide; Potency, µM (series often up to 57 µM), for inactives: at the highest dose activity change, negative = inhibition; active = well fitted curve in either direction with a large enough effect; inconclusive = small, poorly fitted or top-dose-only effect, or another doubt; note: potency is the fitted concentration of half-maximal effect; % is set by controls: 0 for no effect and ±100 for the full control effect; many of its hits are not listed in these tables
# CRE Fsk mod: alters forskolin-stimulated CRE reporter signaling in CHO cells; 71,000 compounds, 2.5% hits; Potency, µM (top dose mostly 38.2 µM), without a hit: at the top dose activity change, negative = inhibition, hits mostly activators; AID 662; CHO CRE-bla reporter (cAMP response element driving beta-lactamase), forskolin EC10, beta-lactamase ratio; active = well fitted activation curve with a large enough effect in the signal ratio, with a control signal flat, not every such curve was filed as active; inconclusive = small, poorly fitted or top-dose-only effect, or effect the other way, or a change in a side signal; the % refers to the signal ratio; note: potency is the fitted concentration of half-maximal effect; % of control where 0% means no effect
#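 Beta-lactamase reporter under a cAMP responsive element in CHO cells; compounds tested in titration series against EC10 NKH 477, 3 h at 37 °C. Read-out: CCF4 FRET ratio 460nm/530nm (excitation 405nm) giving %Activity, fitted to AC50.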
# Pol III holo inh: inhibitors of bacterial DNA polymerase III holoenzyme | 71,000 compounds, 0.25% hits | Potency, µM (highest dose often 57.1 µM), for inactives: at the highest dose activity change, negative = inhibition | reconstituted DNA polymerase III holoenzyme replication, biochemical; note: potency is the fitted concentration of half-maximal effect; % is set by controls: 0 for no effect and ±100 for the full control effect
#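 Reconstituted *E. coli* holoenzyme (0.35 nM Pol III, 1 nM beta, 154 nM SSB, 2 nM primase) was preincubated with compound for 15 min at RT. Synthesis on 1.4 nM ssM13Gori ran 35 min, then was stopped with PicoGreen/EDTA and read as dsDNA fluorescence.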
# An asterisk follows results filed as active; i = inactive; ? = inconclusive; . = no result given; [ ] = dose if it differs, or a comment. Unless noted, calls come from the whole dose curve; as a rule, active = well fitted curve in the direction sought with a large enough effect; inconclusive = small, poorly fitted or top-dose-only effect, or another doubt; inactive = no such curve, though single readings can be large; an effect the other way counts as inactive or inconclusive.
SMILES,BRCT PPI green,BRCT PPI red,HBB splice mod,Epigenetic mod,UbGFP stabilizer,4MU fluor,15-hLO inh,A350 fluor,Hsp90 Hop PPI,CRE Fsk mod,Pol III holo inh
NC(=O)c1c(NC(=O)CSc2nnc(-c3ccccc3)n2CC2CCCO2)sc2c1CCC2 (configuration not stated),0.8%,2.0%,.,-1%,-3%,i,-11%,i,-4%,?,-2%
CCn1c(=NC(=O)CSCC(=O)Nc2nccs2)sc2ccccc21,-2.6%,-4.1%,2.2%,0%,1%,?,-4%,?,-13%,?,2%
Oc1c(CN2CCOCC2)cc(-c2ccccc2)cc1CN1CCOCC1,-2.5%,-2.1%,-1.5%,-4%,15%,i,4%,i,-9%,?,3%
O=C1CC(N2CCN(c3ccccc3)CC2)C(=O)N1CCc1ccccc1 (configuration not stated),-3.1%,0.8%,0.2%[9.22 µM],-2%,1%,.,-2%,.,0%,-9%,-2%
COC(=O)CSc1nnc(CNC(=O)c2cccs2)n1-c1cc(OC)ccc1OC,-2.4%,-1.1%,1.9%,0%,-3%,i,2%,i,-2%,?,-2%
COc1cccc(Cn2c(=O)c(-c3cccs3)nc3cncnc32)c1,1.7%,-0.2%,-0.5%,5%[9.22 µM],13%,?,-8%,?,-4%,?,3%
CCCCOC(=O)Nc1nnc(-c2ccccc2OC)s1,-1.1%,0.4%,2.6%,1%,-3%,i,13%,i,0%,5%,-4%
O=C(NCc1cccs1)c1cc2ccccc2o1,-0.9%,-0.8%,-0.5%,0%,3%,i,2%,i,4%,?,0%
N#CCCn1c(=O)cnc2cnc(N3CCNCC3)nc21,-1.7%,-1.2%,-1.0%,0%[9.22 µM],0%,9.3e-08M*,13%,1.1e-07M*,-4%,-2%,-6%
CC(=O)CSc1ncnc2c1oc1ccccc12,-2.6%,-1.0%,-1.2%[0.369 µM],0%,8%,i,6%,?,-2%,4µM*,-1%
CN(C)S(=O)(=O)c1ccc(S(=O)(=O)N(Cc2ccco2)Cc2ccccc2Cl)cc1,-1.9%,-1.7%,.,-2%,-1%,i,-7%,i,3%,17%,1%
COc1ccccc1CNc1nc(-c2ccccc2CN(C)C)nc2ccccc12,6.9%,2.0%,-0.9%,6%[9.22 µM],-3%,i,-3%,i,0%,?,-9%

# Some of these compounds in order of their number in 15-hLO inh, smallest number first.
structure	15-hLO inh
O=C1CC(N2CCN(c3ccccc3)CC2)C(=O)N1CCc1ccccc1 (configuration not stated)	-2%
O=C(NCc1cccs1)c1cc2ccccc2o1	2%
CCCCOC(=O)Nc1nnc(-c2ccccc2OC)s1	13%

# Additional records follow.
SMILES,BRCT PPI green,BRCT PPI red,HBB splice mod,Epigenetic mod,UbGFP stabilizer,4MU fluor,15-hLO inh,A350 fluor,Hsp90 Hop PPI,CRE Fsk mod,Pol III holo inh
O=C(c1n[nH]c(=O)c2ccccc12)N1CCOCC1,0.2%,0.5%,-1.0%[0.369 µM],2%,.,i,4%,i,-1%,-4%,-2%
COc1ccccc1N1CCN(C(=O)c2cc(-c3ccc(Br)cc3)on2)CC1,0.3%,-1.0%,-0.2%,.,-7%,.,2%,.,-8%,?,7%
[O-]/[N+](=C\c1ccc(OC(F)F)cc1)c1ccccc1,-4.3%,0.4%,-2.6%,14%,-5%,.,?,.,-1%,0%,3%
O=S(=O)(c1ccccc1)N1CCC2(CCN(c3ncccn3)CC2)CC1,-0.6%,-0.1%,2.7%,5%[9.22 µM],-6%,i,-3%,i,-3%,0%,-6%
CCS(=O)(=O)CCSc1nc(C)cc(C)n1,-0.1%,-0.4%,-6.4%,-1%,3%,i,-3%,i,0%,1%,-14%
Cn1c(=O)cc(OCC(=O)NCc2ccccn2)c2ccccc21,-0.8%,0.3%,0.0%,4%,10%,i,0%,i,2%,?,1%
COc1cc(OC)c(Nc2cc(C)nc3nc(C)nn23)cc1Cl,1.2%,0.8%,-0.1%,-3%,12%,.,8%,.,1%,7.9µM*,-4%
COc1ccc2c(=O)c3c(=O)n(Cc4ccco4)c(C4CCCCC4)nc3oc2c1,-0.3%,-0.4%,-0.8%,5%,20%,i,5%,i,-1%,7%,-3%
CC1=CC(=C2C(=O)c3ccccc3C2=O)C=C(C)O1,2.2%,-1.7%,1.0%,0%,-7%,i,-12%,?,-6%,7%,-1%
Cc1ccc(C)c(N2CCN(C(=O)c3ccccc3Br)CC2)c1,6.7%,-1.4%,.,2%,-4%,i,-25%,i,-1%,10%,0%
COC(=O)C1=C(NC(=O)c2ccc(C)c(C)c2)CCS1,-0.9%,0.6%,-1.2%,-1%,5%,1.7e-07M*,-5%,1.8e-07M*,9%,?,-3%
COc1ccc(N2CC(C)Cn3c2nc2c3c(=O)n(Cc3ccccc3F)c(=O)n2C)c(OC)c1 (configuration not stated),1.3%,-2.4%,8.4%[0.369 µM],0%,6%,i,-24%,i,-18%,-3%,2%
C=CCn1c(SCC(=O)OCc2ccccc2)nc2c1c(=O)n(C)c(=O)n2C,0.7%,-2.0%,3.9%,-1%,-3%,i,-20%,i,?,?,-6%
O=C(NCc1n[nH]c(=S)n1-c1ccccc1)c1ccc(S(=O)(=O)N2CCOCC2)cc1,-1.9%,-0.9%,-1.8%,-3%,-1%,i,9%,i,-1%,?,5%
O=c1c2ccccc2nnn1CSc1ncnc2ccccc12,-2.4%,2.1%,-1.8%,-1%,-3%,i,3%,i,-1%,?,3%
O=C(c1ccc(-c2nnc(-c3ccccc3)o2)cc1)N1CCCCCC1,-0.9%,0.9%,2.0%,0%,-10%,i,3%,i,-1%,?,-6%
CCCC(C(=O)c1ccccc1)n1cncn1 (configuration not stated),-0.4%,1.9%,3.4%[1.84 µM],0%,17%,i,9%,i,-7%,1%,-10%
O=C(CSc1nnnn1C1CC2CCC1C2)Nc1ccnc2ccccc12 (configuration not stated),-2.0%,-0.6%,0.8%,-3%,-4%,i,-6%,i,-6%,-18%,-3%
COc1ccc(-n2c(=O)cc(N3CCc4ccccc43)[nH]c2=O)cc1,-1.4%,-0.3%,1.9%,0%,-12%,i,6%,i,-2%,-22%,-1%
COc1cccc(C(=O)CSc2nc3ccccc3n2CC(=O)N2CCOCC2)c1,-5.1%,-1.2%,.,2%,-4%,i,?,i,-1%,?,-4%
Oc1c(CN2CCN(c3ccccc3)CC2)cc(Br)c2cccnc12,-2.0%[15.4 µM],-0.3%[15.4 µM],2.1%[9.22 µM],?,-2%[9.17 µM],i,72%[activator][11.4 µM],i,-14%[11 µM],-3%[7.6 µM],-8%[11.4 µM]
O=C1NCCCC1C(=O)NCCN1C(=O)CCC1=O (configuration not stated),-1.1%,-0.3%,-2.6%[0.0738 µM],-3%,10%[9.17 µM],.,0%[11.4 µM],.,-6%[11 µM],19%[7.6 µM],-9%[11.4 µM]
O=C(c1ccc2nc(N3CCOCC3)sc2c1)N1CCN(C(=O)c2ccco2)CC1,-2.4%,0.6%,-0.6%,-3%,1%,.,2%,.,-1%,19%,4%
Cc1ccc(CCN2CC(C(=O)NC3CCCC3)CC2=O)cc1 (configuration not stated),-2.1%,-2.4%,-1.3%[0.369 µM],2%,-3%,i,0%,?,1%,-9%,5%
COc1cc(/C=N/n2cnnc2)ccc1OC(=O)c1cccnc1,-4.5%,0.0%,0.4%,0%,0%,.,3%,.,-6%,-15%,-12%
CCn1cc(C(=O)NCCCOC)c2cc(OC)c(OC)cc2c1=O,-1.3%,-0.1%,4.0%,-2%,9%,i,6%,i,-16%,?,-4%
COc1cc2c(cc1OC)C(COc1ccc(F)cc1)N(C(=O)c1ccco1)CC2 (configuration not stated),-2.6%,0.9%,-2.6%[0.369 µM],0%,-1%,i,-4%,i,-9%,10µM*,-7%
CCCCNC(=O)c1cc2c(=O)n3cccc(C)c3nc2n1C,-1.5%,-0.3%,0.5%,.,11%,.,-2%,.,0%,?,4%
O=S(=O)(c1cccc(-c2nc3n(n2)Cc2ccccc2-3)c1)N1CCCC1,-2.0%,-2.8%,0.1%,0%,-2%,i,4%,i,-3%,?,-5%
COc1ccc(Cl)cc1CN1CCN(c2nc(C)cc(C)c2C#N)CC1,-3.4%,1.5%,1.5%[1.84 µM],-4%,0%,i,-16%,i,?,?,4%
COC(=O)COc1ccc(S(=O)(=O)Nc2ccccc2C(=O)OC)cc1,-0.8%,-0.6%,-0.7%,5%,-6%,i,1%,i,4%,11%,1%
CC1C(c2ccccc2)N(C)CCC12NC(=O)NC2=O (configuration not stated),0.1%,-0.8%,-2.8%[57.5 µM],0%,-5%,?,10%,?,-3%,-6%,-6%

# Screening data from PubChem BioAssay.
